High-throughput results (PubChem BioAssay)
GPR151 activ: human GPR151 activation; Q8TDV0; PathHunter beta-arrestin GPR151 cells, luminescence; activation, % at 11.2 µM; 650,000 tested, 1% active; in the data active means activation above about 4.9%;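 further: 0% = median of compound wells and 100% = cells with positive control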
Target sequence (Q8TDV0 whole entry, looked up): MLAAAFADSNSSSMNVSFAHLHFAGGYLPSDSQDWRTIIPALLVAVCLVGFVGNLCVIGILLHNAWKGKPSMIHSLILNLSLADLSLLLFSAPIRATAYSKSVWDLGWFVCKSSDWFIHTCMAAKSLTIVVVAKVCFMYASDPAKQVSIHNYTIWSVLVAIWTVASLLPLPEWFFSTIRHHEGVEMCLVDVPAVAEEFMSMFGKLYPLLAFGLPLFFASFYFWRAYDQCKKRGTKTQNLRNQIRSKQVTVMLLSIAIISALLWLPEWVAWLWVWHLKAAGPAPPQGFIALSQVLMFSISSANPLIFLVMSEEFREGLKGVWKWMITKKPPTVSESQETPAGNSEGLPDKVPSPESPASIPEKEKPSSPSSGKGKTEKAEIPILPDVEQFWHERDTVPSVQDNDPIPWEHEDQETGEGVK
TEAD-YAP block: TEAD-YAP interaction inhibition; inhibition, % at 9.12 µM; 640,000 tested, 1.4% active; HEK-TIYL cells, TEAD-Gal4/YAP UAS-luciferase luminescence; in the data active means inhibition above about 32%;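 further: 0% = median of test compound wells and 100% = reference inhibitor wells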
MITF inh: human MITF inhibition, primary screen; O75030; AlphaScreen MITF homodimerization, bead proximity signal; inhibition, % at 2.6 µM; 650,000 tested, 0.91% active; in the data active means inhibition above about 50%;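 further: 0% = vehicle wells with protein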
Target sequence (O75030 whole entry, looked up): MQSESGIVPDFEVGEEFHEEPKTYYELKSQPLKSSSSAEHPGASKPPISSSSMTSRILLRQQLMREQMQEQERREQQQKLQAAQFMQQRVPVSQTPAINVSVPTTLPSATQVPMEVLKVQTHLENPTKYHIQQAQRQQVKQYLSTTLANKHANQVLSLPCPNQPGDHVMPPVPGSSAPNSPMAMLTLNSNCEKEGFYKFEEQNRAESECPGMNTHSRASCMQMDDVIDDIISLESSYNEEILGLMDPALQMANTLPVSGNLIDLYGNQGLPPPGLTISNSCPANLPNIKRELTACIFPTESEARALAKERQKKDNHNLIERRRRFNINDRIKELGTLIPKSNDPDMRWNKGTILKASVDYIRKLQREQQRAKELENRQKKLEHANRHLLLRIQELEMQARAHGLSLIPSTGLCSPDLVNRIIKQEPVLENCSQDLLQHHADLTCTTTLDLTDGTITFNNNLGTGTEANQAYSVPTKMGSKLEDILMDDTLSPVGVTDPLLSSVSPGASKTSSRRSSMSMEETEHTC
FBW7 activator: human FBW7 E3 ligase activation, primary screen. AlphaScreen FBW7–phospho-cyclin E peptide binding, activator screen. normalized activity (activation), % at 26.1 µM. 650,000 tested, 0.13% active. AID 1259310; in the data active means normalized activity above about 1.9%;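 further: purified mutant Fbw7 with reduced substrate affinity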
Numbers without * were called inactive.

Results follow in this order: GPR151 activ, TEAD-YAP block, MITF inh, FBW7 activator
[1] CCc1ccc(NC(=O)COc2ccccc2C#N)cc1
 : 3.5, -17, -2, 0.1
[2] O=C(NCc1ccc2c(c1)OCO2)C1CC(=O)N(C2CCCC2)C1 (configuration not stated)
 : 2.1, -5, 0, 0.0
[3] Cc1cccn2c(=O)c3cc(C(=O)NCc4cccc(Cl)c4)sc3nc12
 : 0.8, 1, -2, 0.0
[4] O=C(C1CCCO1)N1CCCC1c1nc(-c2ccncc2)n[nH]1 (configuration not stated)
 : -0.6, -11, 20, 1.0
[5] CCOC(=O)c1c(NC(=O)CSc2nnc(CNC(=O)c3ccccc3F)n2-c2ccc(OCC)cc2)sc2c1CCCC2
 : -0.5, -4, -5, 0.1
[6] Cc1cccc(S(=O)(=O)N2CCN(c3cc(-n4ccnc4)nc(C)n3)CC2)c1
 : -0.4, 12, -13, -0.2
[7] CC(=O)c1c(-c2ccccc2)c2cc(C)ccc2n(C)c1=O
 : 0.6, 1, -1, -0.1
[8] CN(C)C(=O)[C@H](O)CNC(=O)c1cccc(Nc2ccc3[nH]ncc3c2)n1
 : 1.9, 13, 18, -0.1
[9] COc1ccc(-c2nc(Nc3ccc(Oc4ccc(Cl)cc4)cc3)c3ccccc3n2)cc1OC
 : 0.2, 6, -1, 0.1
[10] COc1ccc(Cl)cc1C(=O)Nc1c2c(nn1-c1cccc(C)c1C)CSC2
 : -1.4, 0, 18, 0.9
[11] Clc1cccc(Nc2nc3ccccc3n3nnnc23)c1
 : 0.8, -26, -9, 0.0
[12] COc1cc(N)c(Cl)cc1C(=O)OCC(=O)NC1CCCCCCC1
 : -0.3, -8, 17, 0.1
[13] C=CCN1C(=O)/C(=C2\SC(=S)N(Cc3ccco3)C2=O)c2ccccc21
 : -0.6, 7, 4, 0.0
[14] Clc1ccc(N/N=C/c2ccc3c(c2)OCCO3)cc1
 : 2.4, -40, -4, 0.1
[15] Cc1ccc(C(=O)NCCNS(=O)(=O)c2ccccc2)cc1
 : -1.0, -3, 10, 0.8
[16] COc1ccccc1N1CCN(c2ncc(C(=O)N3CCN(c4ccccn4)CC3)c3ccccc23)CC1
 : -1.2, 1, 13, 0.6
[17] Nc1nc(NCc2nc3ccccc3[nH]2)cc(Nc2ccncn2)n1
 : 1.0, 0, 2, -0.3
[18] CCOC(=O)C(=CNc1cc(C)ccc1F)C(=O)OCC
 : 0.1, 4, -4, 0.0
[19] O=C(c1ccc(F)cc1)N1CCN(c2ccc3nnc(-c4ccccc4)n3n2)CC1
 : 0.4, 6, 8, 0.0
[20] COc1cccc(N2CC(NS(=O)(=O)N(C)C)CC2=O)c1 (configuration not stated)
 : -0.6, 16, 22, 1.2
[21] CCc1ccc(CNC(=O)c2ccc3c(c2)NC(=O)C(N2CCOCC2)S3)cc1 (configuration not stated)
 : 0.9, 3, 0, -0.2
[22] c1cc(-c2ccc3nc(-c4ccc(N5CCOCC5)s4)[nH]c3c2)ccn1
 : -0.4, -34, 3, -0.1
[23] O=[N+]([O-])c1c(Nc2ccc(Br)cc2Br)cc(N2CCCCC2)c2nonc12
 : 0.9, -2, -12, -0.2
[24] O=C(NCCc1ccccc1)c1ccc(=O)[nH]c1
 : 0.2, -28, -1, 0.1
[25] COc1cccc2cc(-c3csc(Nc4ccccc4F)n3)c(=O)oc12
 : 0.3, -37, -22, 0.1
[26] COc1ccc(C2c3c(-c4ccccc4)n[nH]c3C(=O)N2c2cccc(C(F)(F)F)c2)cc1 (configuration not stated)
 : 1.7, 10, -4, 0.0
[27] Cc1cccc(N(CCOC(=O)c2cccc(Br)c2)C2=NS(=O)(=O)c3ccccc32)c1
 : -0.4, -5, -11, -0.1
[28] O=c1cc(-c2ccc(Cl)cc2)[nH][nH]c1=O
 : -0.9, -3, -5, 0.0
[29] CC(Cc1cnccn1)NC(=O)c1cccc(OC2CCN(CC(C)(C)C)CC2)c1 (configuration not stated)
 : -2.0, 1, 10, 0.1
[30] CC(=O)c1cc(C(=O)NCC2Cc3cccc(-c4cncnc4)c3O2)cs1 (configuration not stated)
 : -0.7, 14, -1, 1.0
[31] CC(C)(C)OC(=O)N1CCCC1C(=O)N1CCCC1C(=O)N1CCCC1C(=O)O (configuration not stated)
 : 0.0, -2, 10, 0.0
[32] COc1ccc(N2CC(C(=O)OCC(=O)c3ccc(Cl)cc3Cl)CC2=O)cc1 (configuration not stated)
 : 0.1, 6, 9, -0.1
[33] CCOC(=O)c1c(NC(=O)c2ccc(OCC)c([N+](=O)[O-])c2)sc2c1CCCC2
 : -1.6, 3, 6, -0.2
[34] N#CC1=C(N)C(C#N)(C#N)C(c2ccccc2Cl)C2CN(Cc3ccccc3)CC=C12 (configuration not stated)
 : 3.2, 5, -7, 0.1
[35] CN(C)C(=O)[C@H](O)CNC(=O)c1cccnc1Nc1ccc2[nH]ncc2c1
 : -1.1, 1, -6, 0.2
[36] CC(=O)N1CCc2c(sc(NC(=O)c3c(F)cccc3F)c2C#N)C1
 : 2.2, 6, -6, 0.3
[37] O=C(NCc1ccco1)c1cnn2c(C(F)(F)F)cc(-c3ccccc3)nc12
 : -0.6, 5, -18, 0.0
[38] CCOC(=O)C1(CCCc2ccccc2)CCN(C(=O)Cc2cnc3ncnn3c2)CC1
 : -0.8, -8, -1, 0.0
[39] Clc1cc2c(c3ncccc13)OCN(CCCN1CCOCC1)C2
 : 5.2*, 27, 92*, -0.4
[40] CC1(C)CC(=O)C2=C(C1)N(c1sc3c(c1C#N)CCCC3)C(N)=C(C#N)C2c1cccc([N+](=O)[O-])c1 (configuration not stated)
 : 1.1, 6, 9, -0.1
[41] Cc1ccc([N+](=O)[O-])cc1N1COc2ccc3ccccc3c2C1
 : 0.8, -11, -14, -0.1
[42] Cc1ccc(C(=O)NC(O)(C(F)(F)F)C(F)(F)F)cc1
 : 0.5, -7, 6, 0.1
[43] COc1ccc(C2=NN(c3ccc([N+](=O)[O-])cc3)C(=O)/C2=C\c2ccc(OC)c(OC)c2OC)cc1
 : 0.4, -9, 3, 0.0
[44] O=C(c1ccncc1)N1CC[C@@H]2[C@H](CCCN2C(=O)C2(c3ccc(Cl)cc3)CC2)C1
 : -0.9, -4, -12, 0.0
[45] COc1ccccc1NC(=O)c1ccc(SCC(=O)N2CCC3(CC2)OCCO3)c([N+](=O)[O-])c1
 : 1.0, 38*, -1, 0.0

The last two entries of the part above come first, to join the parts.
Results follow in this order: GPR151 activ, TEAD-YAP block, MITF inh, FBW7 activator
[44] O=C(c1ccncc1)N1CC[C@@H]2[C@H](CCCN2C(=O)C2(c3ccc(Cl)cc3)CC2)C1
 : -0.9, -4, -12, 0.0
[45] COc1ccccc1NC(=O)c1ccc(SCC(=O)N2CCC3(CC2)OCCO3)c([N+](=O)[O-])c1
 : 1.0, 38*, -1, 0.0
[46] COC(=O)c1ccc2c(=O)n(Cc3ccc(C(=O)NCCCN4CCN(c5ccc(OC)cc5)CC4)cc3)c(=S)[nH]c2c1
 : -0.8, 5, 16, 0.1
[47] COc1ccc(NC(=O)c2ccccc2N(C)S(C)(=O)=O)cc1Cl
 : 3.4, -10, -3, -0.2
[48] N#Cc1cc(Oc2ccc(F)cc2)c([N+](=O)[O-])cc1C#N
 : -0.7, -6, -2, -0.1
[49] COc1ccccc1OCC(=O)Nc1ncc(Cc2ccc(F)cc2)s1
 : 3.8, -2, -1, 0.0
[50] O=C(Nc1nc(CC(=O)N2CCN(c3ccc(F)cc3)CC2)cs1)NC1CCCC1
 : -0.5, 2, -6, 0.5
[51] C=CCn1c(SCC(=O)NCC2CCCO2)nc2sc3c(c2c1=O)CCC(C)C3 (configuration not stated)
 : -1.1, 2, 11, 0.1
[52] O=[N+]([O-])c1cc(Br)cnc1NCc1ccncc1
 : 0.1, -10, 0, -0.1
[53] Cc1ccc(C2OC3(C(=O)c4ccccc4C3=O)C3C(=O)N(c4ccc([N+](=O)[O-])cc4)C(=O)C23)cc1 (configuration not stated)
 : 1.7, 2, 9, 0.0
[54] COc1ccc(/C=C2/NC(=O)N(Cc3ccc(Br)cc3)C2=O)cc1OCc1ccccc1
 : 0.7, 6, -12, 0.0
[55] Cc1onc(-c2ccccc2Cl)c1C(=O)O/N=C(\N)c1cccc([N+](=O)[O-])c1
 : -0.7, 4, 1, -0.1
[56] CSc1ccccc1NC(=O)c1c(-c2ccccc2)noc1C
 : 1.6, 5, 0, 0.1
[57] CN1CCN(c2ccc(-c3ccc(NC(=O)c4c(F)cccc4F)cc3)nn2)CC1
 : 0.2, -19, 0, -0.1
[58] COC(=O)c1oc2ccc(Br)cc2c1NC(C)=O
 : 6.6*, 0, 1, 0.0
[59] COc1cccc(CNCc2cccc(C(F)(F)F)c2)c1OC
 : -0.1, 15, 32, -0.2
[60] Oc1ccc(CCNc2ccnc(NC3CCC(O)CC3)n2)cc1 (configuration not stated)
 : -1.0, -6, -7, -0.1

61) Cc1cccc(NC(=O)CCc2ccccc2)c1
62) Cc1ccc(OCc2n[nH]c(=S)n2C)cc1
63) COc1ccc(/C(O)=C2/C(=O)C(=O)N(CCN(C)C)C2c2ccc(N(C)C)cc2)cc1 (configuration not stated)
64) CCOc1ccc(C2Nc3ccccc3NC3=C2C(=O)CC(c2ccccc2)C3)cc1OC (configuration not stated)
65) Cc1ccc(N/C=C/C(=O)c2ccc(F)cc2)cc1
66) CCC(C)NC(=O)C1c2ccccc2C(=O)N(C)C1c1cn(C)c2ccccc12 (configuration not stated)

compound no.	61	62	63	64	65	66
GPR151 activ	7.8*	-0.4	-1.1	1.7	0.8	-0.8
TEAD-YAP block	-22	5	4	-12	-41	-4
MITF inh	2	6	4	-2	11	-1
FBW7 activator	0.3	-0.1	-0.1	0.0	0.5	-0.3

Down the list, from the results shown:
MITF inh, entries 61–66, in order: 2, 6, 4, -2, 11, -1

(further entries)
67) CCN(CC)c1nc(NCc2cccc(C(F)(F)F)c2)nc(N2CCN(Cc3ccc4c(c3)OCO4)CC2)n1
68) CCC(=O)Nc1ccc(NC(=O)c2cccc3ccccc23)cc1
69) CCC1CCCCN1C(=O)CSCC(=O)Nc1nc(-c2cccs2)cs1 (configuration not stated)
70) O=S(=O)(c1ccc2oc(=S)[nH]c2c1)N1CCOCC1
71) O=C(N/N=C/c1ccccc1)c1ccn[nH]1
72) C=CCn1c(CNC(=O)c2ccc(OC)cc2)nnc1SCC(=O)c1ccccc1

compound no.	67	68	69	70	71	72
GPR151 activ	-1.1	-0.5	-0.5	0.6	-4.6	0.6
TEAD-YAP block	6	1	-18	-3	-35	-13
MITF inh	2	15	-7	26	-5	-13
FBW7 activator	0.0	0.4	-0.1	0.1	-0.1	-0.2

73) CCOC(=O)CCn1c(=O)c2c(nc3n(-c4cccc(C)c4)c(C)cn23)n(C)c1=O
74) CCCCc1ccc(C(=O)N/C(=C\c2ccc(F)cc2)C(=O)Nc2ccc(F)cc2)cc1
75) COc1ccc(CCNC(=O)C2(S(=O)(=O)c3ccc(Cl)cc3)CC2)cc1OC
76) O=C(CN1CCCC1=O)N/C=N/Nc1ccc([N+](=O)[O-])cc1[N+](=O)[O-]
77) Cc1ccc(C2CC(c3ccco3)=Nc3ccccc3S2)cc1 (configuration not stated)
78) Cc1ccc(C)n1-c1ccc(C(=O)NCc2ccccc2)cc1

compound no.	73	74	75	76	77	78
GPR151 activ	-1.2	0.0	0.4	0.2	-1.7	-2.0
TEAD-YAP block	-3	-6	5	2	-1	-9
MITF inh	4	7	6	3	12	14
FBW7 activator	0.0	0.0	0.6	-0.3	-0.3	0.8

79) Cc1cnc(C(=O)OCC(=O)N2C(C)CCCC2C)cn1 (configuration not stated)
80) CCN(c1ccccc1)S(=O)(=O)c1ccc2c(c1)CCN2C(=O)C1CCC1
81) COC(=O)COc1ccc(S(=O)(=O)N2CCN(c3ccccc3)CC2)cc1Cl
82) CCOc1ccc2nc(SCc3ccc(OC)c([N+](=O)[O-])c3)sc2c1
83) Cc1ccc(NC(=O)C(=O)NCCCO)cc1
84) O=C(CCc1nc2cccnc2n1Cc1ccccc1)NCc1ccc(F)cc1

compound no.	79	80	81	82	83	84
GPR151 activ	1.7	1.1	0.0	-1.2	1.7	0.3
TEAD-YAP block	10	0	1	3	-26	2
MITF inh	-4	-5	9	-2	7	-2
FBW7 activator	0.1	0.0	-0.1	-0.3	0.0	-0.4

Entries 1 to 4 from above:
1) CCc1ccc(NC(=O)COc2ccccc2C#N)cc1
2) O=C(NCc1ccc2c(c1)OCO2)C1CC(=O)N(C2CCCC2)C1 (configuration not stated)
3) Cc1cccn2c(=O)c3cc(C(=O)NCc4cccc(Cl)c4)sc3nc12
4) O=C(C1CCCO1)N1CCCC1c1nc(-c2ccncc2)n[nH]1 (configuration not stated)

compound no.	1	2	3	4
GPR151 activ	3.5	2.1	0.8	-0.6
TEAD-YAP block	-17	-5	1	-11
MITF inh	-2	0	-2	20
FBW7 activator	0.1	0.0	0.0	1.0

The list goes on:
85) COc1ccc(NC(=O)c2ccco2)cc1NC(=S)NC(=O)Cc1ccccc1
86) O=C(NCc1ccc(F)cc1)c1ccc(N2CC3CC(C2)c2cccc(=O)n2C3)c([N+](=O)[O-])c1 (configuration not stated)
87) COc1ccc(S(=O)(=O)N(CC(=O)Nc2ccc3c(c2)OCO3)Cc2ccccc2)cc1
88) COC(=O)c1ccc(C(=O)Nc2ccc(C(C)C)cc2N)cc1

compound no.	85	86	87	88
GPR151 activ	1.0	0.3	0.6	-1.8
TEAD-YAP block	19	-6	-11	-27
MITF inh	0	-4	-5	12
FBW7 activator	0.1	-0.1	-0.1	0.2
